TR SRC2 fluor cs – Texas Red fluorescence interference in TRb-SRC2 counter-screen. TRb/SRC2 Texas Red total fluorescence interference. AID 1479. hit rate 0.29% among 280,000. Potency, µM (highest dose often 106 µM), inactives show at the highest dose fluorescence change, negative = quenching; active = well fitted curve in either direction with a large enough effect; inconclusive = small, poorly fitted or top-dose-only effect
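Flags fluorescent or light-absorbing compounds by total fluorescence, S + 2P, at 555 nm excitation and 632 nm emission. Mixture: 20 nM Texas Red SRC2 peptide, 0.6 uM human TRb LBD, 1 uM T3, 5% DMSO; compound exposure 5 h at ambient temperature.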
Tau fibril ThT – blocks human tau fibril formation measured by thioflavin T. recombinant tau K18 P301L, heparin-induced fibrillization, ThT fluorescence. hit rate 2.1% among 270,000. Potency, µM (titrated, usually from 57.4 µM), for the others: at the highest dose activity, negative = inhibition, most hits filed as inhibitors. AID 1460; note: nearly all actives have a fitted effect of over 55% in size
Target sequence (P10636 561-689 P618L limits assumed): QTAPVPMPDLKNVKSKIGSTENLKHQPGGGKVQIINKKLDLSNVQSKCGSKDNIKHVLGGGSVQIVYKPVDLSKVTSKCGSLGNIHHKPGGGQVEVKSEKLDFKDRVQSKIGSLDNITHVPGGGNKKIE
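Heparin-induced fibrillization of the P301L-mutant K18 repeat-domain fragment of human tau was followed by ThT binding in quantitative high-throughput format.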
L3MBTL1 block – blocks human L3MBTL1. Q9Y468. AlphaScreen L3MBTL1–H3K9me1 peptide binding. Potency, µM (doses to about 57.1 µM), for the others: top-dose activity, negative = inhibition, usual class: inhibitors. hit rate 0.66% among 230,000. AID 485360; note: nearly all actives have a fitted effect of over 60% in size
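AlphaScreen proximity signal between nickel-chelate acceptor and streptavidin donor beads (final 10 ug/mL) reports binding of 50 nM L3MBTL1 to 75 nM biotin-H3 K9me1 peptide; complex incubated with compounds 30 min at room temperature; cefsulodin titration as control.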
Tau fluor counter – counter-screen for tau fibril formation inhibitors | tau K18 P301L Alexa594 fluorescence, heparin fibrillization | Potency, µM (doses to about 57.7 µM), for the others: at the top dose activity change, negative = decrease | hit rate 0.93% among 280,000 | AID 1463; note: nearly all actives have a fitted effect of over 55% in size
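Human tau K18 P301L (15 uM unlabeled, 0.24 uM Alexa 594-labeled) in 100 mM sodium acetate pH 7 with 20 uM heparin, 6 hr at 37 C. ThT 30 uM added, 1 hr ambient; Alexa 594 FP and total fluorescence read at 555/632 nm.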
GLA spleen mod – inhibitors or activators of human alpha-galactosidase in spleen homogenate | human spleen homogenate, 4MU-alpha-Gal fluorescence, 40 min | AID 2107 | P06280 | hit rate 0.008% among 240,000 | Potency, µM (series often up to 80 µM), without a hit: top-dose activity change, negative = inhibition, hits mostly inhibitors;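 note: 0% = enzyme with vehicle and -100% = no enzyme basal signal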
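Human spleen homogenate (1 ug) was the enzyme source, with 4-methylumbelliferyl-alpha-D-galactopyranoside (1 mM final) in pH 5.0 citrate buffer with 0.01% Tween-20. Compounds were titrated; after 40 min at 37C, NaOH/glycine stop, 4-MU fluorescence read; AC50 from Hill fits.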
ALDH1A1 block – ALDH1A1 (human) enzyme inhibition; P00352; Purified ALDH1A1, NADH fluorescence, propionaldehyde substrate; Potency, µM (doses to about 75.3 µM), without a hit: at the top dose activity, negative = inhibition, most hits filed as inhibitors; hit rate 7.3% among 220,000; AID 1030; active = well fitted inhibition curve with a large enough effect, not every such curve was filed as active; inconclusive = small, poorly fitted or top-dose-only effect, or another doubt; inactive = no such curve, though single readings can be large or run the other way;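 note: plate controls were no enzyme wells and a reference inhibitor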
Target sequence (P00352 whole entry, looked up): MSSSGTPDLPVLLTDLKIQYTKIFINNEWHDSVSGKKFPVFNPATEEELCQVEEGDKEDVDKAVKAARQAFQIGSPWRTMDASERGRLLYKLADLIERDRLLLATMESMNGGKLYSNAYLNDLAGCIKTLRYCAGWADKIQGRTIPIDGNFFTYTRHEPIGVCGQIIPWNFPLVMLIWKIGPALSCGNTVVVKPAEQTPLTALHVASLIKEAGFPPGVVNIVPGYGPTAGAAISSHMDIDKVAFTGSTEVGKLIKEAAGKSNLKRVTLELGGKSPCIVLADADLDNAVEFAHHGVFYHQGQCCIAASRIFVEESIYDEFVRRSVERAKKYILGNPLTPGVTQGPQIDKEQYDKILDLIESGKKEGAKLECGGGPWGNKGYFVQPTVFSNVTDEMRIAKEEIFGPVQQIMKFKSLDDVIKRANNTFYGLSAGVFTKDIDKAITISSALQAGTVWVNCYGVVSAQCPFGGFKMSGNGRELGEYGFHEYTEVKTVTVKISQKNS
Tau fibril FP – inhibitors of human tau fibril formation | hit rate 0.39% among 280,000 | AID 1468 | Potency, µM (highest dose often 57.7 µM), for the others: top-dose activity, negative = inhibition, usual class: inhibitors | K18 P301L tau heparin fibrillization, Alexa594 FP, 6 h | P10636; note: nearly all actives have a fitted effect of over 55% in size
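Compound effects on tau fibrillization are measured by Alexa 594 fluorescence polarization (ex 555, em 632 nm). K18 P301L tau is used at 15 uM with 0.24 uM labeled tracer, and 20 uM heparin induces aggregation over 6 hr at 37 C.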
TRb-SRC2 inh – inhibitors of human thyroid hormone receptor beta-SRC2 interaction | Potency, µM (top dose mostly 106 µM), inactives show at the highest dose activity change, negative = inhibition, hits mostly inhibitors | TRbeta-SRC2 peptide binding, fluorescence polarization; receptor liganded with 1 µM T3 | hit rate 0.065% among 280,000;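 note: plate controls were bound peptide for no effect and peptide without receptor for full effect; nearly all actives have a fitted effect of over 50% in size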
Target sequence (P10828 whole entry, looked up): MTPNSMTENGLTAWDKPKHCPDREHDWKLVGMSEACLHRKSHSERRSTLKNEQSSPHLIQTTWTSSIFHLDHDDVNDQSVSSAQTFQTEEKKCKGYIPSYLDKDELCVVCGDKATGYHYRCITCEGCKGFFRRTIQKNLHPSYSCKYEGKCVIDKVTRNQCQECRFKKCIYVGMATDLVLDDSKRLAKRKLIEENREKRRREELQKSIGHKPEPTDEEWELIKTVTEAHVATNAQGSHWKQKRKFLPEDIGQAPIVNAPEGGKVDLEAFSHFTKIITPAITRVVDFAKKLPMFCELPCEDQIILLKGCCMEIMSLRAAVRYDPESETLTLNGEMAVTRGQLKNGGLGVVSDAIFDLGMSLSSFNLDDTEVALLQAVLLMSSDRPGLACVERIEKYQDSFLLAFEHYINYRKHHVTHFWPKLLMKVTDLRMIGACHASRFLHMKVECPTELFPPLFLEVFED
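Read-out is fluorescence polarization (555 nm excitation, 632 nm emission) of a Texas Red SRC2 coactivator peptide; loss of signal reflects blocked binding to human TRb ligand-binding domain in the presence of 1 uM T3.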
* = called active by the depositor; ? = inconclusive; · = not tested or not shown; & = joins results of further samples; ! = not confirmed by another sample; [ ] = dose if it differs, or a comment. Unless noted, calls come from the whole dose curve; as a rule, active = well fitted curve in the direction sought with a large enough effect; inconclusive = small, poorly fitted or top-dose-only effect, or another doubt; inactive = no such curve, though single readings can be large; an effect the other way counts as inactive or inconclusive. Unless noted, % is set by controls: 0 for no effect and ±100 for the full control effect; potency is the fitted concentration of half-maximal effect.

| compound | TRb-SRC2 inh | Tau fibril ThT | Tau fluor counter | GLA spleen mod | ALDH1A1 block | L3MBTL1 block | TR SRC2 fluor cs | Tau fibril FP |
| --- | --- | --- | --- | --- | --- | --- | --- | --- |
| Cc1ccc(C(=O)N2CCCCC2CCN2CCCCC2)cc1 (stereo unspecified) | -9.1% | -0.3% | -3.6% | · | · | · | -0.2% | -5.1% |
| CC(C)Cn1c(-c2ccc(F)cc2)n[nH]c1=S | -11.7% | 0.6% | 1.7% | -7.3% | ? | -0.5% | -0.4% | 0.4% |
| CCOC(=O)C1(Cc2cccc(OC)c2)CCN(Cc2ccon2)CC1 | 6.9% | -10.4% | -7.4% | 4.9% | · | -1.3% | -0.5% | -0.8% |
| O=c1c2ccccc2nc(/C=C/c2ccc(O)cc2)n1CCc1ccccc1 | 1.9% | -3.2% | ? | 1.4% | ? | 5.2% | 2.4% | ? |
| O=C(NCc1ccc(F)cc1)C(c1ccccc1)N(CC1CCCO1)C(=O)Cn1nnc2ccccc21 (stereo unspecified) | 4.8% | -6.8% | -3.0% | 3.5% | -9.7% | 3.4% | 1.0% | -7.4% |
| O=C(Nc1ccc(F)cc1F)c1ccc(-n2cnnc2)cc1 | -5.7% | -8.9% | 1.3% | · | · | · | -2.6% | 2.9% |
| O=C(Nc1nc2c(F)cc(F)cc2s1)c1ccc(S(=O)(=O)N2CCc3ccccc32)cc1 | 5.5% | -2.4% | -21.3% | · | · | · | -2.7% | 14.1µM* |
| O=C(CC1C(=O)N(c2ccccc2)C(=O)N1C1CCCCC1)Nc1ccccc1 (stereo unspecified) | -2.5% | 4.9% | -8.3% | 2.1% | 7.0% | · | -8.4% | -7.1% |
| CCNC(=S)N1CCNC(=O)C1CC(=O)OC (stereo unspecified) | -5.4% | -3.9% | -6.9% | 2.6% | -0.5% | 43.1%[activator] | -7.7% | 1.8% |
| CCOc1cc(/C=N\Nc2nc(-c3ccc(C)cc3)c(NC(C)=O)s2)ccc1O | -1.1% | 20µM* | ? | 5.9% | · | -10.0% | -0.5% | 10.2% |
| CCn1c(C(=O)NCc2cccc(Br)c2)cc2oc3ccccc3c21 | 0.8% | -11.8% | ? | · | · | · | 1.7% | ? |
| COC(=O)CCN1CCN(S(=O)(=O)c2cccc(Br)c2)CC1 | -2.1% | 10.7% | 10.2% | -4.3% | -0.6% | 1.7% | -0.9% | 7.7% |
| CC[C@H](C)[C@@H](NC(=O)O[C@@H]1C(=O)c2cc(Br)ccc2O[C@H]1c1ccc2c(c1)OCO2)C(=O)OC | -1.4%&6.2% | -13.0%&-15.7% | -11.7%&-21.7% | 12.1%&-5.1% | 25.1µM*! | 4.5% | -1.3%&-0.6% | -6.3%&-1.1% |
| O=c1cc(-c2ccccc2)n2c(SCc3ccccc3Cl)nnc2[nH]1 | -9.4% | -0.3% | -4.1% | · | · | · | 0.2% | -2.7% |
| CN(CC(=O)Nc1ccccc1C(F)(F)F)C(=O)COc1cccnc1[N+](=O)[O-] | 7.4% | -0.7% | 3.6% | -2.0% | 6.7% | · | -0.5% | 6.9% |
| C=CCNC(=O)CN1C2CCCC1CC(NC(=O)c1ccccc1C)C2 (stereo unspecified) | -9.7% | 6.9% | 3.8% | -1.2% | 1.3% | -1.5% | -2.3% | 4.4% |
| COc1ccc(CCNC(=O)Cc2ccc(OCc3ccccc3)c(OC)c2[N+](=O)[O-])cc1OCc1ccccc1 | 8.9% | -7.0% | -24.6% | 1.1% | ? | · | -0.7% | -1.8% |
| CCC(C)(C)n1nnnc1C(c1cc2cccc(C)c2[nH]c1=O)N1CCN(C(=O)c2ccco2)CC1 (stereo unspecified) | -12.3% | ? | -8.9% | 4.3% | ? | -10.2% | -2.3% | -5.2% |
| CN(C)c1ccc(C(=O)NCC2CCCO2)cc1 (stereo unspecified) | -7.4% | -10.0% | 1.5% | -8.4% | 1.0% | 1.0% | -7.7% | 3.3% |
| CCOC(=O)c1sc(NC(=O)CNCc2cccnc2)c(C(=O)OCC)c1C | -6.7% | -7.3% | -3.2% | -11.2% | ? | 12.2% | -3.9% | 0.3% |
| Cn1cc(S(=O)(=O)N2CCN(Cc3ccccc3)CC2)c(=O)n(C)c1=O | -9.2% | -1.0% | -0.4% | -3.9% | -17.7% | -3.6% | -4.6% | -5.2% |
| C(=N\n1cnnc1)/C1CCCCC1 | 1.6% | -5.1% | -0.6% | 9.1% | 3.4% | 1.8% | 3.2% | 3.9% |
| C[C@@]12C(=O)OC(=O)[C@@]1(C)C1CCC2O1 | -4.0% | -4.1% | 2.7% | -24.2% | 6.0% | · | -2.2% | 6.7% |
| Cn1c(=O)c([N+](=O)[O-])c(-n2cnc3ccccc32)c2ccccc21 | 1.5% | ? | -26.9% | 20.2% | · | -4.4% | -9.1% | -0.6% |
| Cc1cc(N2CCN(c3ccccc3)CC2)n2cc(-c3ccccc3)nc2n1 | 7.9% | ? | -12.3% | -15.6% | ? | -18.3% | -1.5% | 0.9% |
| CCNC(=S)N/N=C/c1sccc1C | -2.2% | -7.4% | -18.1% | -1.6% | -0.6% | -7.6% | -2.1% | -2.2% |
| CC(=O)c1ccc(NC(=O)c2ccc(CSc3ccccc3)o2)cc1 | -4.9% | -8.4% | ? | 2.9% | -14.9% | -18.4% | -1.0% | ? |
| CC1(C)Cc2c(sc3nnn(Cc4ccccc4)c(=O)c23)CO1 | 7.8% | 1.3% | -1.8% | 5.1% | ? | 6.6% | -3.1% | 4.9% |
| COCCNC(=O)c1cc(-c2ccc3c(c2)OCO3)on1 | -5.6% | -8.4% | -6.3% | 10.3% | 10.0% | 6.0% | 0.2% | 1.9% |
| CS(=O)(=O)c1ccc2nc(NC(=O)CN3C(=O)C4CC=CCC4C3=O)sc2c1 (stereo unspecified) | 8.4% | -9.2% | -5.7% | 0.3% | 12.6µM* | · | -4.2% | 3.2% |
| CCOC(=O)c1c(C)[nH]c(C(=O)CC(=O)OC)c1C | 3.1% | 0.2% | 9.8% | -1.4% | ? | -2.2% | -5.2% | 2.2% |
| O=C(CCc1nc2ccccc2s1)OCC(=O)c1ccccc1 | -8.3% | ? | -5.3% | -2.6% | ? | 12.2% | -0.4% | 4.6% |
| COc1ccc(-n2c(SCC(=O)Nc3cc(C(=O)O)ccc3C)nc3ccccc3c2=O)cc1Cl | -2.3% | -6.2% | -7.2% | 1.7% | 0.1% | 4.0% | -1.3% | -9.2% |
| CCN(CC)CCC(c1cc(OC)c(OC)c(OC)c1)c1c(OC)cc(OC)c2ccc(=O)oc12 (stereo unspecified) | -7.8%&0.5% | -9.4% | -7.3% | -14.3%&-3.9% | · | · | -2.6%&-2.5% | -2.7% |
| C/C(=N\O)c1ccccc1C(=O)O | -12.2% | -10.2% | -5.3% | -2.1% | 3.1% | 13.1% | -3.4% | -3.9% |
| CCn1c(CNC(=O)c2cccc(C)c2)nnc1SCC(=O)Nc1cccc(OC)c1 | -1.2% | -1.1% | -10.4% | -10.0% | -9.3% | · | -4.4% | -4.6% |
| CCCCCCC(=O)Oc1ccc(N2C(=O)CCC2=O)cc1 | 2.6% | -4.7% | -5.1% | 5.7% | -11.2% | · | -0.9% | 1.7% |
| CCNC(=S)NNC(=O)c1cc(Br)cs1 | -0.5% | 10.7% | 11.4% | 0.9% | ? | -1.7% | 0.5% | 2.8% |
| CCOC(=O)c1cc2c(ccn2C)n1Cc1ccc(C#N)cc1 | -0.5% | ? | ? | 3.7% | -1.2% | -19.8% | -1.0% | 1.6% |
| CCN(CC)c1ccc(-c2nc(-c3ccccn3)no2)cc1[N+](=O)[O-] | 6.0% | -0.2% | 2.2% | · | · | · | -0.9% | 9.2% |
| CCOc1ccccc1NC(=O)CSc1nc(N)c(C#N)cc1C#N | 2.8% | -12.6% | -12.0% | -1.4% | -12.8% | 0.7% | 2.7% | 2.3% |
| CC(NC(=O)Cn1ncc2c3ccccc3n(Cc3ccc(F)cc3)c2c1=O)c1ccccc1 (stereo unspecified) | 1.6% | 5.8% | 3.2% | · | · | · | -0.5% | -7.5% |
| CCN(C(=O)CSc1nnc(-c2cccs2)o1)C1CCS(=O)(=O)C1 (stereo unspecified) | 3.9% | 4.1% | 8.3% | 0.3% | -11.8% | 2.4% | -5.5% | 0.8% |
| Cc1cccc(C)c1NC(=O)C/C(N)=N/O | -0.6% | -1.1% | 1.0% | -2.8% | 13.7% | 0.3% | -1.5% | 3.0% |
| Cc1ccc(CNC(=O)c2ccc(Cl)cc2[N+](=O)[O-])cc1 | -9.5% | -3.1% | -5.8% | 6.8% | 2.9% | -0.2% | -1.3% | -2.9% |
| Cc1ccc(N2CCN(C(=O)CCc3c(C)nc4c(c3C)c(=O)n(C)c(=O)n4C)CC2)c(C)c1 | 0.8% | -7.4% | -10.3% | · | · | · | -8.1% | -8.0% |
| CCCCN1C(=O)N(C)C2NC(=O)NC21 (stereo unspecified) | -0.1% | -1.9% | -3.6% | 7.8% | 1.4% | · | -0.6% | -0.6% |
| CCN(CC)c1ccc(C(=O)N2CCC(c3c[nH]c4ccccc34)(c3c[nH]c4ccccc34)CC2)cc1 | 5.4% | 3.9% | ? | · | · | · | -2.8% | 5.9% |
| CN(C)/C=C1/C(=O)N(c2ccc([N+](=O)[O-])cc2)N=C1c1ccccc1 | 8.5% | 22.4µM* | ? | 2.1% | 15.8µM* | -3.4% | -11.3% | -11.0% |
| O=C(NCc1ccccc1)C1CCN(S(=O)(=O)c2ccc3[nH]c(=O)ccc3c2)CC1 | 2.5% | -0.5% | -3.6% | · | · | · | -4.1% | -4.0% |
| Cc1ccc(OCC(=O)NCC(c2ccc(Cl)cc2)N2CCCCC2)cc1 (stereo unspecified) | -7.9% | -4.6% | -2.7% | · | · | · | ? | 6.7% |

Another view of two compounds above:
> CN(C)/C=C1/C(=O)N(c2ccc([N+](=O)[O-])cc2)N=C1c1ccccc1
- TRb-SRC2 inh: 8.5%
- Tau fibril ThT: 22.4µM*
- Tau fluor counter: ?
- GLA spleen mod: 2.1%
- ALDH1A1 block: 15.8µM*
- L3MBTL1 block: -3.4%
- TR SRC2 fluor cs: -11.3%
- Tau fibril FP: -11.0%
> O=C(NCc1ccccc1)C1CCN(S(=O)(=O)c2ccc3[nH]c(=O)ccc3c2)CC1
- TRb-SRC2 inh: 2.5%
- Tau fibril ThT: -0.5%
- Tau fluor counter: -3.6%
- GLA spleen mod: ·
- ALDH1A1 block: ·
- L3MBTL1 block: ·
- TR SRC2 fluor cs: -4.1%
- Tau fibril FP: -4.0%
